Screening data: PubChem, Broad Institute
NSD2 block: inhibitors of human NSD2, primary screen, biochemical, plate reader, single point | inhibition, % at 12.5 µM | 44,000 compounds, 0.07% hits | AID 624260, 2012 | NSD2-SET H3K36me1 DELFIA fluorescence; in the data active = inhibition above about 54%, passing the limit was not always enough;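 also: inhibitors reduce the monomethyl H3K36 fluorescence signal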
Active calls of the source: *. Only part of the results is shown; rates above refer to the full screens.

NSD2 block,SMILES
3,COc1ccc(S(=O)(=O)Nc2cccc3c2O[C@@H](CN(C)S(=O)(=O)c2ccc(C)cc2)[C@@H](C)CN([C@@H](C)CO)C3=O)cc1
-5,C[C@@H]1CN([C@H](C)CO)C(=O)CCCn2nncc2CO[C@H]1CN(C)S(=O)(=O)c1ccc2c(c1)OCCCO2
1,C[C@H](CO)N1C[C@H](C)[C@H](CN(C)C(=O)c2ccccc2F)Oc2ncc(-c3ccccc3)cc2C1=O
4,C[C@H]1CN([C@@H](C)CO)C(=O)c2cc(-c3cncnc3)cnc2O[C@@H]1CN(C)C(=O)c1ccccc1F
-1,CN(C)CC(=O)Nc1ccc2c(c1)[C@@H]1C[C@H](CC(=O)NCc3ccc4c(c3)OCO4)O[C@@H](CO)[C@@H]1O2
2,C[C@@H]1CN([C@@H](C)CO)C(=O)c2cc(NC(=O)Cn3cnnn3)ccc2O[C@@H]1CN(C)CC1CCCCC1
4,C[C@H]1CN([C@@H](C)CO)C(=O)Cc2cc(NC(=O)Cn3cnnn3)ccc2O[C@@H]1CN(C)S(=O)(=O)c1ccccc1
-1,C[C@@H]1CCCCO[C@H](CN(C)C)[C@H](C)CN([C@H](C)CO)C(=O)c2cc(N(C)C)ccc2O1
-3,C[C@@H]1CN([C@@H](C)CO)C(=O)c2cccc(NS(=O)(=O)c3ccc(Cl)cc3)c2O[C@H]1CN(C)S(=O)(=O)c1cn(C)cn1
2,C[C@H]1CCCCO[C@@H](CN(C)Cc2ccncc2)[C@@H](C)CN([C@@H](C)CO)C(=O)c2cc(N(C)C)ccc2O1
-18,CC1CCC2(C)C(CC(O)C(O)C2(O)CO)C1(C)CCc1ccoc1 (centres undefined)
6,Cc1noc(C)c1NC(=O)N(C)C[C@@H]1OCCCC[C@@H](C)Oc2ccc(NC(=O)c3ccccc3)cc2C(=O)N([C@H](C)CO)C[C@@H]1C
-1,C[C@@H]1CN([C@@H](C)CO)C(=O)c2cc(NS(C)(=O)=O)ccc2O[C@@H](C)CCCCO[C@@H]1CN(C)Cc1ccccc1
3,Cc1noc(C)c1NC(=O)Nc1ccc2c(c1)C(=O)N([C@@H](C)CO)C[C@@H](C)[C@@H](CN(C)Cc1ccccc1)O2
-3,CC(C)NC(=O)N(C)C[C@@H]1Oc2ccc(NC(=O)C3CC3)cc2C(=O)N([C@H](C)CO)C[C@H]1C
-1,C[C@H]1CCCCO[C@@H](CN(C)Cc2ccccc2)[C@@H](C)CN([C@@H](C)CO)C(=O)c2cc(NS(=O)(=O)c3ccc(Cl)cc3)ccc2O1
2,C[C@H]1CN([C@@H](C)CO)C(=O)Cc2cc(NS(=O)(=O)c3cn(C)cn3)ccc2O[C@H]1CN(C)S(C)(=O)=O
3,COc1ccc(S(=O)(=O)Nc2ccc3c(c2)C(=O)N([C@H](C)CO)C[C@H](C)[C@H](CN(C)S(=O)(=O)c2cn(C)cn2)OCCCC[C@@H](C)O3)cc1
-3,Cc1ccc(S(=O)(=O)Nc2ccc3c(c2)C(=O)N([C@@H](C)CO)C[C@H](C)[C@H](CN(C)S(=O)(=O)c2cccs2)OCCCC[C@H](C)O3)cc1
-1,C[C@@H]1CN([C@H](C)CO)C(=O)c2cc(NS(=O)(=O)c3cccs3)ccc2O[C@H]1CN(C)Cc1ccc(Cl)c(Cl)c1
-2,CCOC(=O)c1cnc2c(cnn2CC)c1NN=C(C)C
-1,C[C@@H]1CN([C@H](C)CO)C(=O)Cc2cc(NC(=O)Cc3ccccc3)ccc2O[C@H]1CN(C)Cc1ccc(C(=O)Nc2ccccc2N)cc1
2,COc1ccc(S(=O)(=O)N(C)C[C@@H]2OCCCC[C@H](C)Oc3ccc(NC(=O)Nc4ccccc4)cc3C(=O)N([C@@H](C)CO)C[C@@H]2C)cc1
-9,C[C@H]1CN([C@@H](C)CO)C(=O)c2cc(NS(=O)(=O)c3ccc(Cl)cc3)ccc2O[C@H]1CN(C)S(=O)(=O)c1ccc(F)cc1
0,Cc1noc(C)c1NC(=O)Nc1cccc2c1O[C@@H](CN(C)C(=O)Nc1c(C)noc1C)[C@@H](C)CN([C@H](C)CO)C2=O
-4,C[C@@H]1CN([C@@H](C)CO)C(=O)CCCn2cc(nn2)CO[C@@H]1CN(C)C(=O)Nc1ccccc1C(F)(F)F
1,C[C@H](CO)N1C[C@H](C)[C@@H](CN(C)C(=O)Nc2ccccc2)OCc2cnnn2CCCC1=O
2,COC(=O)C(CC#Cc1ccc2c(c1)[C@]1(C(=O)N2)[C@H](C(=O)N2CCc3cc(OC)c(OC)cc3C2)[C@H]2C(=O)O[C@H](c3ccccc3)[C@H](c3ccccc3)N2[C@@H]1c1ccc(OCCO)cc1)C(=O)OC
4,C[C@@H]1CN([C@H](C)CO)S(=O)(=O)c2ccc(C#Cc3ccccn3)cc2O[C@H]1CN(C)Cc1cccc(F)c1
-5,O=C(CCCCC(=O)N/N=C/c1cccc(O)c1O)NO
4,C[C@@H]1CN([C@@H](C)CO)C(=O)c2cc(NC(=O)Cc3cn(C)c4ccccc34)ccc2O[C@@H]1CN(C)Cc1ccc(C(=O)O)cc1
0,C[C@@H]1CCCCO[C@H](CN(C)C(=O)Cc2ccccc2)[C@H](C)CN([C@H](C)CO)C(=O)c2cc(NS(=O)(=O)c3cn(C)cn3)ccc2O1
1,C[C@H]1CN([C@@H](C)CO)C(=O)c2cccc(NC(=O)Nc3ccccc3)c2O[C@H]1CN(C)C(=O)NC1CCCCC1
3,CNC[C@@H]1Oc2ccc(NC(=O)Nc3ccc(F)cc3)cc2CC(=O)N([C@@H](C)CO)C[C@@H]1C
0,C[C@@H](NC(=O)C[C@@H]1C[C@H]2c3cc(NS(C)(=O)=O)ccc3O[C@H]2[C@H](CO)O1)c1ccccc1
-1,Cc1noc(C)c1S(=O)(=O)Nc1ccc2c(c1)C(=O)N([C@H](C)CO)C[C@H](C)[C@@H](CN(C)C(=O)Nc1ccc(F)cc1)O2
-2,C[C@H]1CN([C@@H](C)CO)C(=O)c2cc(NS(=O)(=O)c3cccs3)ccc2O[C@H]1CN(C)Cc1ccc(C(F)(F)F)cc1
-4,C[C@@H]1CCCCO[C@H](CN(C)C(=O)Cc2ccccc2)[C@H](C)CN([C@H](C)CO)C(=O)c2cc(NS(=O)(=O)c3ccccc3)ccc2O1
2,Cc1noc(C)c1NC(=O)N(C)C[C@H]1Oc2ccc(NC(=O)Cc3ccccc3)cc2CC(=O)N([C@H](C)CO)C[C@@H]1C
3,CC(C)NC(=O)Nc1ccc2c(c1)C(=O)N([C@@H](C)CO)C[C@H](C)[C@@H](CN(C)C(=O)Nc1ccc(F)cc1)OCCCC[C@@H](C)O2
11,C[C@@H]1CCCCO[C@H](CN(C)CC2CC2)[C@@H](C)CN([C@H](C)CO)C(=O)c2cc(NC(=O)Nc3ccc4c(c3)OCO4)ccc2O1
-2,C[C@H](CO)N1C[C@H](C)[C@@H](CN(C)S(=O)(=O)c2cccs2)Oc2ccc(NC(=O)Nc3ccccc3)cc2CC1=O
-3,C[C@@H]1CN([C@H](C)CO)C(=O)Cc2cc(NS(=O)(=O)c3ccccc3)ccc2O[C@H]1CN(C)Cc1ccc(C(=O)O)cc1
-6,CC(C)(C)c1cc(-c2csc(-c3ccno3)n2)cc(C(C)(C)C)c1O
27,CCCNC(=O)N(C)C[C@@H]1Oc2cc(C#Cc3cccc(F)c3)ccc2S(=O)(=O)N([C@H](C)CO)C[C@@H]1C
-5,C[C@H](CO)N1C[C@H](C)[C@H](CN(C)S(=O)(=O)c2ccccc2)Oc2ccc(NC(=O)Nc3ccc(F)cc3)cc2C1=O
-10,CC1=CC(CC2(C)OC2COc2c3occc3cc3ccc(=O)oc23)OC1=O (centres undefined)
0,C[C@@H]1CN([C@@H](C)CO)C(=O)c2cc(NC(=O)c3ccccc3)ccc2O[C@@H](C)CCCCO[C@@H]1CN(C)C(=O)Nc1cccc2ccccc12
8,Cc1noc(C)c1NC(=O)Nc1ccc2c(c1)C(=O)N([C@@H](C)CO)C[C@H](C)[C@H](CN(C)S(=O)(=O)c1c(C)noc1C)O2
-4,C[C@H](NC(=O)C[C@H]1C[C@@H]2c3cc(NC(=O)Cc4ccncc4)ccc3O[C@@H]2[C@@H](CO)O1)c1ccccc1
-2,CC(C)NC(=O)N(C)C[C@H]1Oc2ccc(NS(=O)(=O)c3ccc(F)cc3)cc2CC(=O)N([C@H](C)CO)C[C@@H]1C
2,C[C@H]1CN([C@@H](C)CO)C(=O)Cc2cc(NC(=O)Cn3cnnn3)ccc2O[C@@H]1CN(C)Cc1ccc2c(c1)OCO2
-12,C[C@@H]1CN([C@H](C)CO)C(=O)c2cccc(NC(=O)Nc3ccc(C(F)(F)F)cc3)c2O[C@@H]1CN(C)C(=O)Nc1ccc(C(F)(F)F)cc1
-9,C[C@@H]1CN([C@H](C)CO)C(=O)Cc2cc(NS(=O)(=O)c3cccs3)ccc2O[C@H]1CN(C)Cc1ccc(Cl)c(Cl)c1
-5,C[C@H]1CN([C@@H](C)CO)S(=O)(=O)c2ccc(-c3cccc(C#N)c3)cc2O[C@@H]1CN(C)C(=O)c1ccccc1
0,C[C@H]1CN([C@@H](C)CO)C(=O)c2ccccc2-c2ccccc2CO[C@H]1CN(C)S(=O)(=O)CC(F)(F)F

Next part:
NSD2 block,SMILES
1,C[C@@H]1CN([C@@H](C)CO)C(=O)c2cc(C3=CCCC3)cnc2O[C@H]1CN(C)C(=O)Cc1ccncc1
-6,C[C@H](CO)N1C[C@H](C)[C@@H](CN(C)Cc2ccc(Oc3ccccc3)cc2)Oc2c(NS(=O)(=O)c3cccs3)cccc2C1=O
1,O=C(CCCCCCC(=O)Nc1ccccc1O)N/N=C/c1cc(Br)ccc1O
-5,COCC(=O)N(C)C[C@@H]1Oc2ncc(-c3ccc(F)cc3)cc2C(=O)N([C@H](C)CO)C[C@H]1C
-6,CS(=O)(=O)Nc1ccc2c(c1)[C@H]1C[C@H](CC(=O)NCc3ccc(Oc4ccccc4)cc3)O[C@H](CO)[C@H]1O2
-4,Cc1noc(C)c1S(=O)(=O)N(C)C[C@@H]1Oc2ccc(NC(=O)CCC(F)(F)F)cc2CC(=O)N([C@@H](C)CO)C[C@H]1C
-4,C[C@H]1CN([C@@H](C)CO)S(=O)(=O)c2ccc(-c3ccccc3F)cc2O[C@H]1CN(C)CC1CC1
-2,C[C@H]1CN([C@@H](C)CO)C(=O)Cc2cc(N(C)C)ccc2O[C@H]1CN(C)Cc1ccc(C(F)(F)F)cc1
2,COc1ccc(CN(C)C[C@@H]2Oc3ccc(NC(=O)Nc4ccc5c(c4)OCO5)cc3C(=O)N([C@H](C)CO)C[C@H]2C)cc1
8,C[C@@H]1CN([C@H](C)CO)C(=O)c2cccc(NC(=O)c3ccncc3)c2O[C@H]1CN(C)C(=O)Nc1cccc2ccccc12
-2,C[C@H]1CN([C@@H](C)CO)C(=O)c2cc(NC(=O)Cc3cn(C)c4ccccc34)ccc2O[C@H]1CN(C)Cc1ccc(C(F)(F)F)cc1
1,CO[C@@H](CN(C)C(=O)c1cnccn1)[C@H](C)CN([C@H](C)CO)S(=O)(=O)c1ccc(F)cc1
5,C[C@H]1CN([C@@H](C)CO)C(=O)c2cc(C#CC3CC3)cnc2O[C@H]1CN(C)C(=O)c1ccncc1
-3,C[C@H](CO)N1C[C@H](C)[C@@H](CN(C)CC2CC2)Oc2ccc(NC(=O)c3ccncc3)cc2CC1=O
-3,Cc1noc(C)c1NC(=O)N(C)C[C@@H]1OCCCC[C@H](C)Oc2ccc(NC(=O)CCC(F)(F)F)cc2C(=O)N([C@H](C)CO)C[C@H]1C
2,C[C@@H]1CCCCO[C@H](CN(C)CC2CC2)[C@H](C)CN([C@@H](C)CO)C(=O)c2cc(NC(=O)CCC(F)(F)F)ccc2O1
-4,COc1ccc(S(=O)(=O)Nc2ccc3c(c2)CC(=O)N([C@H](C)CO)C[C@@H](C)[C@@H](CN(C)S(=O)(=O)c2ccc(Cl)cc2)O3)cc1
2,COc1ccc(NC(=O)Nc2ccc3c(c2)C(=O)N([C@H](C)CO)C[C@@H](C)[C@@H](CN(C)S(C)(=O)=O)O3)cc1
30,O=c1c(O[C@@H]2OC[C@H](O)[C@H](O)[C@H]2O)c(-c2ccc(O)c(O)c2)oc2cc(O)cc(O)c12
